# PfGluPho inh: PfG6PD (Plasmodium falciparum) enzyme inhibition; PfGluPho enzyme, NADPH resazurin-diaphorase fluorescence; AID 504690; inhibition, % at 20 µM; 350,000 compounds, 0.78% hits;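 active means inhibition reaching at least a set limit at 20 µM in the primary screen, cut at about 59% in these data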;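 further: 0% = DMSO wells with substrate and 100% = DMSO wells lacking glucose-6-phosphate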
# SENP8 block-1: inhibitors of human SENP8 protease; purified SENP8, Z-RLRGG-aminoluciferin cleavage, luminescence; inhibition, % at 10 µM; 330,000 compounds, 1.2% hits; AID 2540; in the data active means inhibition above about 50%
# SENP8 block-2: SENP8 (human) protease inhibition; inhibition, % at 20 µM; recombinant SENP8, Nedd8 substrate fluorescence; 360,000 compounds, 0.64% hits; Q96LD8; AID 602440; in the data active means inhibition mostly above about 40%, no sharp cut-off; inactive means mostly below about 27%
# SENP6 inh: blocks the human protease SENP6; 330,000 compounds, 1.8% hits; Recombinant SENP6 catalytic domain, aminoluciferin luminescence; Q9GZR1; inhibition, % at 10 µM;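 active means inhibition above about 50% at the single tested dose, limit read from the data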;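 further: plate controls were DMSO wells with enzyme for no effect and DMSO wells lacking enzyme for full effect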
# HKDC1 inhibitor: blocks human hexokinase HKDC1 activity; recombinant HKDC1, G6PDH/diaphorase resazurin coupled fluorescence; inhibition, % at 20 µM; 340,000 compounds, 0.16% hits;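 active means inhibition above about 35% when tested at 20 µM, limit read from the data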;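 further: plate controls were DMSO wells with enzyme for no effect and DMSO wells lacking enzyme for full effect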
# Target sequence (Q2TB90 whole entry, looked up): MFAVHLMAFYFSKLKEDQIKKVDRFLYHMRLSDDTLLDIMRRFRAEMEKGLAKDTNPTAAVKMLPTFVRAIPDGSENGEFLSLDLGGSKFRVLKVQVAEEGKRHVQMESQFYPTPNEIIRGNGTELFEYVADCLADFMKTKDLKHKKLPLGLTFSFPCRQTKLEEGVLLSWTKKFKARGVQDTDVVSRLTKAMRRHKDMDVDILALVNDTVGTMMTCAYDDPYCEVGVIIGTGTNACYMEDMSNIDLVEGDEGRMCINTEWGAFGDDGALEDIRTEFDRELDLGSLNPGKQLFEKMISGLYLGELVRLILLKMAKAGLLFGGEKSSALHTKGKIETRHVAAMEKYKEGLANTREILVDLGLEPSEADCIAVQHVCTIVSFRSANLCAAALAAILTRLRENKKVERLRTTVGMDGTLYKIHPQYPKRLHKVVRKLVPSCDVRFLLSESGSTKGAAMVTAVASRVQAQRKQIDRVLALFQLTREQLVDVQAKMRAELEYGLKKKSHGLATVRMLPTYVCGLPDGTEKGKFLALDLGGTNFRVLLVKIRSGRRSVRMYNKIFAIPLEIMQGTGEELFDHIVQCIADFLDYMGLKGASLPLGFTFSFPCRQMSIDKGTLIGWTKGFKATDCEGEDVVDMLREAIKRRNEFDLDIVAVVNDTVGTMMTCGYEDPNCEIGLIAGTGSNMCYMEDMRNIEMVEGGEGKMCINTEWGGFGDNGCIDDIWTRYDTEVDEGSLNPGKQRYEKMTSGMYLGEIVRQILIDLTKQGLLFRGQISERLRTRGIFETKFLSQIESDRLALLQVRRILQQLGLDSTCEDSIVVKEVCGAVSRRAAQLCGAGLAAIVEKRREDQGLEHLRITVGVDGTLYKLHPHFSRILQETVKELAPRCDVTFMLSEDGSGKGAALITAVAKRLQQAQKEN
#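 Material: recombinant HKDC1 hexokinase; Amount: HKDC1 at 5 µg/mL; Medium: Tris pH 8.0 buffer with MgCl2, Tween-20, BSA, BME; Schedule: 90 min reaction incubation at room temperature, dark; Technique: coupled resazurin fluorescence, excitation 525 nm, emission 613 nm.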
# Apaf1 inhib: blocks human Apaf-1 apoptosome activity; O14727; reconstituted apoptosome caspase-3 activity, DEVD-Rh110 fluorescence; inhibition, % at 20 µM; 330,000 compounds, 0.71% hits; active means inhibition of at least 40% at 20 µM;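 further: plate controls were DMSO wells for no effect and DEVD-CHO caspase inhibitor wells for full effect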
#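 System – cell-free apoptosome with Apaf-1, procaspase-3 and caspase-9 · Buffer or medium – pH 7.5 Hepes buffer with CHAPS, BSA, DTT · Also added – cytochrome c with DEVD-Rh110 · Times – 30 min compound preincubation, 50 min activation, room temperature · Technique – Rh110 fluorescence intensity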
# SENP7 inh: inhibitors of human SENP7 protease; Q9BQF6; recombinant SENP7, Z-RLRGG-aminoluciferin luminescence, 40 min; inhibition, % at 5 µM; 330,000 compounds, 1.5% hits; AID 434973;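 active means inhibition above about 50% at the single test dose, limit read from the data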;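 further: plate controls were DMSO with enzyme for no effect and no enzyme buffer wells for full effect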
# SENP1 FRET inh: SENP1 (human) catalytic domain inhibition | Q9P0U3 | 360,000 compounds, 0.21% hits | recombinant SENP1 catalytic domain, CyPet-SUMO1-YPet FRET cleavage | inhibition, % at 10 µM | AID 624204;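 active means inhibition at least 30% at 10 µM, raw YFP signal under a set limit, fluorescence ratio 0.5 to 1.5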;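 further: 0% = enzyme with DMSO and 100% = no enzyme wells; some results filed as inactive read as strong as hits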
#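 Assay system: hSENP1 catalytic domain, recombinant. Amount: SENP1 enzyme, 20 pM final. Schedule: 50 min reaction, RT, dark. Technique: FRET, CFP and YFP emission. Control set: no-enzyme wells low, DMSO-plus-enzyme wells high control.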
# Active calls of the source: *; i = inactive; x = not tested or not shown.
structure	PfGluPho inh	SENP8 block-1	SENP8 block-2	SENP6 inh	HKDC1 inhibitor	Apaf1 inhib	SENP7 inh	SENP1 FRET inh
CC12CCC3(CC1CCC1OC12)OCCO3 (stereo not drawn)	8	x	11	x	-9	x	x	1
CC(C)Cc1nn2c(N)c(/C=C3\C=Nc4ccccc43)c(=O)nc2s1	-10	8	-30	21	-4	17	4	-150
COc1ccccc1CNC(=O)c1ccccc1SCC(=O)NCc1ccco1	10	-14	-1	-7	-2	4	13	-1
O=C(C1CC1)N1CCc2sccc2C1c1ccc(Cl)cc1 (stereo not drawn)	4	-1	3	-3	0	7	2	1
O=C(CCCn1c(=O)[nH]c2ccsc2c1=O)N1CCN(Cc2ccc3c(c2)OCO3)CC1	-15	1	1	-8	-1	4	7	1
N#Cc1cc(C#N)c(N2CCN(c3cccc(Cl)n3)CC2)nc1N	11	-7	-114	4	14	28	-4	-80
COc1cc(NC(=O)c2cccnc2)ccc1-c1cc2ccccc2oc1=O	x	7	x	-18	x	-1	7	x
CCc1nccn1-c1cc(C(C)(C)C)nc2c(-c3ccc(Cl)cc3)cnn12	16	-8	-185	-17	2	29	-5	0
N#Cc1ccc(C(=O)Nc2ccc(N3CCN(C(=O)c4ccco4)CC3)cc2)c(F)c1	-6	-9	14	-6	-9	-15	-7	2
CC12CCC(=O)N1C(C(=O)OCC(=O)Nc1cc(S(=O)(=O)N3CCCCC3)ccc1Cl)CS2 (stereo not drawn)	-6	0	13	12	4	16	-2	0
c1csc(-c2nc3ccccn3c2NC2CCCCC2)c1	-16	-2	-377	-7	7	2	0	-33
COCCCNC(=S)N1CCCN(c2nc3cc(C)ccc3cc2C#N)CC1	16	1	-260	4	2	0	-5	-88
CC1=C(C(=O)OC2CCCCC2)C(c2ccco2)C2=C(CC(C)(C)CC2=O)N1 (stereo not drawn)	9	6	i	-1	-2	17	1	-4
N#C/C(=C\c1ccc(Cl)cc1)c1nc(-c2ccco2)cs1	1	-9	-6	-37	-8	-8	-2	-48
COc1ccc(CCNc2nncc(=O)[nH]2)cc1OC	-14	4	5	11	-6	-16	0	2
CCCCNc1nnc(SCC(=O)c2c(N)n(C3CC3)c(=O)[nH]c2=O)s1	6	-10	-4	-24	-2	5	-7	1
Cc1cccc(NC(=O)Cc2noc3ccccc23)c1	21	-8	5	2	-6	-2	9	2
CN1CC(=O)Nc2ccc(Br)cc2C1=O	-16	-4	20	10	-3	0	-12	2
Cc1cccc(C)c1NC(=O)CSc1nnc(C2CCCCC2)o1	-6	2	8	-5	-7	12	1	2
COc1ccccc1N1CC(C(=O)Nc2ccc(C)c(S(=O)(=O)N3CCOCC3)c2)CC1=O (stereo not drawn)	6	7	9	8	-10	-2	4	1
COc1ccc(S(=O)(=O)NCCCn2ccnc2)cc1C(C)(C)C	-4	-2	7	-14	-5	0	-2	-1
O=C(Cc1ccc(NC(=O)C2CCN(C(=O)C3CCCC3)CC2)cc1)Nc1ccc(C(=O)N2CCOCC2)cc1	5	x	8	x	-2	x	x	-1
CCOC(=O)c1sc(NC(=O)CSc2nc3cccnc3n2C)nc1C	0	-4	5	0	-3	-2	-6	0
Cc1cccc(NC(=S)NC2CCCC2)c1	-7	-1	8	2	-10	4	20	1
CN(C)CCNS(=O)(=O)c1ccc(N2CCN(c3ccc(F)cc3)CC2)c([N+](=O)[O-])c1	4	-8	27	-9	6	8	-3	3

# Additional entries
structure	PfGluPho inh	SENP8 block-1	SENP8 block-2	SENP6 inh	HKDC1 inhibitor	Apaf1 inhib	SENP7 inh	SENP1 FRET inh
Cc1ccc2cc(/C=C(\C#N)C(N)=O)c(N3CCCCC3)nc2c1	23	-12	-63	-3	9	21	9	75*
CCNc1ccc(S(=O)(=O)N(C)C)cc1[N+](=O)[O-]	-15	3	20	6	15	-1	1	-1
CC(=O)N1CC(C)Sc2ccc(S(=O)(=O)NCc3ccc(Cl)cc3)cc21 (stereo not drawn)	2	1	0	-2	-1	12	-2	3
COc1ccc(N(CC(=O)NCc2cccs2)S(=O)(=O)c2c(C)n[nH]c2C)cc1	12	-4	31	-12	-5	-7	5	0
COc1ccc(N2C(=O)C3CCCN3C2c2ccccc2Cl)cc1 (stereo not drawn)	20	5	1	-9	1	-6	2	-2
Cc1ccc2cc(CCNC(=O)C(C)C)c(=O)[nH]c2c1C	-5	-5	-37	-6	-2	5	-2	0
CCOc1ccc(CCNC(=O)CCCN2C(=O)c3ccccc3C2=O)cc1OCC	17	-3	7	-21	-5	-1	-9	3
C[C@@H]1CN([C@H](C)CO)C(=O)c2cc(NC(=O)Nc3ccc4c(c3)OCO4)ccc2O[C@H]1CN(C)Cc1ccncc1	-4	2	4	17	-4	-3	-4	0
Cc1cc(NC(=O)CSc2nc3ccccc3[nH]2)no1	2	-10	22	-21	2	-10	-6	2
Cc1cccnc1NC(=O)CNC(=O)C12CC3CC(CC(Cl)(C3)C1)C2	-15	-5	15	3	-1	0	-2	2
CC1CN(c2cnn(C(C)C)c(=O)c2Cl)CC(C)O1 (stereo not drawn)	-3	-1	14	-16	-5	5	6	2
Cc1cc(C)c2nc(N3CCC(C(=O)N4CCCC4)CC3)sc2c1	3	-5	17	2	3	-2	-7	4
Cc1cc(O)c(C2(O)C(=O)Nc3cc(Br)ccc32)cc1C (stereo not drawn)	12	0	7	-8	4	12	8	-1
COc1ccc(Cl)cc1N1C(=O)CC(N2CCc3ccccc32)C1=O (stereo not drawn)	-6	-7	36	2	8	8	3	-4
Cc1ccc(Nc2nc(-c3c(C)n(C)n(-c4ccccc4)c3=O)c(C)s2)cc1	12	-1	-7	1	3	5	7	-1
O=C(NC1CCCCC1)C1CCN(c2ncccn2)CC1	-7	7	-41	-18	-2	-6	-1	2
CCC(=O)Oc1ccc(C(=O)Nc2c[nH]c(=O)[nH]c2=O)cc1	1	-15	21	-10	-5	-5	2	-1
CC(=O)c1c(C)n([O-])c2ccccc2[n+]1=O	-24	-12	-30	1	7	8	1	2
CCN1CCN(CC(=O)Nc2nc3ccccc3s2)CC1	4	-8	-1	-13	-2	-11	11	3
O=C(C[n+]1ccccc1)N/N=C/c1ccc(C(=O)O)cc1	3	6	8	-7	-1	2	0	0
NC(=O)CSc1nnc(NC(=O)c2ccc3ccccc3c2)s1	54	9	-195	38	-3	15	-4	1
CCO[C@H]1OC(C(=O)NCc2ccccc2)=C[C@@H](c2cn(C(C)=O)c3ccccc23)[C@@H]1CCCO	16	-6	-2	-6	-1	13	-1	-1
Cc1cc(C)cc(NC(=S)Nc2ccc(Cl)c(Cl)c2)c1	21	10	13	1	-6	4	-1	2
CCOC(=O)c1c(C)nc2ccc(C)cn12	-20	-8	0	2	-3	2	0	-1
COc1cccc(NC(=O)CSc2nnc(Cn3nnc4ccccc43)n2C)c1	-6	9	29	3	-11	4	-1	3

# Next section:
structure	PfGluPho inh	SENP8 block-1	SENP8 block-2	SENP6 inh	HKDC1 inhibitor	Apaf1 inhib	SENP7 inh	SENP1 FRET inh
O=C(O)Cc1ccc2oc(-c3cccnc3)nc2c1	-20	-2	2	10	-6	-1	-1	-2
CCc1nn2c(N(C)CCO)cc(C)nc2c1-c1ccc(F)cc1	13	-5	-191	9	-3	2	3	2
COc1cccc(OC)c1NC(=O)Cn1nc(-c2ccc3c(c2)OCCO3)ccc1=O	-7	-4	-48	-26	-5	-2	-10	2
COc1ccc(O)c(C(=O)c2cnc3onc(C)c3c2)c1	11	4	-55	-3	3	1	-4	-14
CCOC(=O)N1CCN(C(=O)C2CCCN(S(=O)(=O)c3cc(C)ccc3OC)C2)CC1 (stereo not drawn)	-3	10	16	1	-15	3	-3	2
CCOc1cccc(-c2nnc3sc(-c4ccco4)nn23)c1	21	-7	7	1	1	14	-7	-1
Cn1c(=O)c2c(ncn2CC(=O)N/N=C/C=C/c2ccco2)n(C)c1=O	27	4	0	9	3	-2	-6	1
COc1ccc(C2C(C(N)=O)=C(C)Nc3nc(-c4ccccc4)nn32)cc1OC (stereo not drawn)	-1	-8	-28	-23	2	-4	11	-88
CCCCN(C(=O)CSc1nnc(-c2ccccc2)n1C)c1c(N)n(Cc2ccccc2)c(=O)[nH]c1=O	-1	-11	12	5	-3	19	-3	1
N#CC(=C1Nc2ccccc2N1)S(=O)(=O)c1ccccc1	-18	-9	11	-13	11	12	-11	1
Cc1ccc(C(C(=O)NC2CCCCC2)N2CCOCC2)cc1 (stereo not drawn)	-12	-10	30	-33	-8	12	-10	2
CCOc1ccc(N2CC(C(=O)N3CCc4ccccc43)CC2=O)cc1 (stereo not drawn)	-2	1	11	-10	-6	9	1	-2
CCN(C(=O)CSc1n[nH]c(N)n1)c1cccc2ccccc12	7	0	8	-6	-3	-1	2	2
CC1(C)Cc2c(cnn2-c2ccc(F)cc2)C(NC(=O)c2cnccn2)C1 (stereo not drawn)	2	1	7	-12	-5	-15	-7	-2
Cc1ccc2c(c1)sc1nc(=O)n(-c3ccc(Cl)cc3)c(=O)n12	-11	-6	6	0	-7	-3	3	2
O=C(O)CCC(=O)Nc1ccccc1C(=O)Nc1ccccc1	8	-7	9	-8	1	-6	-6	1
CN(CC(=O)Nc1ccc(Cl)cc1)CC(=O)Nc1ccc(F)c(F)c1F	-10	-6	10	-14	17	3	5	1
CCCCOC(=O)COc1ccc(Cl)cc1Cl	33	-23	4	-23	0	6	-13	1
Cc1nnc(Nc2ccc(Cl)cc2)s1	13	0	11	4	-4	-9	-3	1
CC(C)c1ccc(C2=C(O)c3ccccc3C(=O)C2=O)cc1	-9	-5	15	-15	7	5	2	1
Cn1c(N)c(C(=O)COC(=O)[C@@H]2CCCN2S(=O)(=O)c2ccc(Cl)cc2)c(=O)n(C)c1=O	9	-1	11	-32	-6	1	-2	0
COc1ccc(Cn2c(=O)[nH]c3cc(C(=O)Nc4ccc(N5CCN(C)CC5)cc4)ccc32)cc1	2	-13	18	-41	9	5	-8	4
CCN1CCN(c2cc(C(C)(C)C)nc3c(-c4ccccc4)c(C)nn23)CC1	13	-10	-305	-3	-3	6	6	2
O=C(NCCN1CCOCC1)c1cccs1	-6	6	9	-4	0	-12	4	1
COc1nc(OCCNC(C)=O)nc(N(C)C)n1	9	4	19	-1	-6	-6	0	1
COc1cccc(-n2c(=O)c3c(C)c(C(=O)N(C)C)sc3n(CC(=O)NCC3CCCO3)c2=O)c1 (stereo not drawn)	-5	5	5	7	0	-11	3	3
Cc1ccc(C(=O)NNC(=O)c2cccnc2SCc2cccc([N+](=O)[O-])c2)cc1	-13	-9	18	-18	-4	15	1	3
Cc1nn(CC(=O)NCc2ccc(OC(C)C)cc2)c(=O)c2cc(-c3ccccc3)nn12	2	4	6	-11	-6	-12	2	0

# Some of the entries so far, with two lines to a compound.
# Every second line gives: PfGluPho inh, SENP8 block-1, SENP8 block-2, SENP6 inh, HKDC1 inhibitor, Apaf1 inhib, SENP7 inh, SENP1 FRET inh
> N#CC(=C1Nc2ccccc2N1)S(=O)(=O)c1ccccc1
    -18, -9, 11, -13, 11, 12, -11, 1
> CCN(C(=O)CSc1n[nH]c(N)n1)c1cccc2ccccc12
    7, 0, 8, -6, -3, -1, 2, 2
> Cc1ccc2c(c1)sc1nc(=O)n(-c3ccc(Cl)cc3)c(=O)n12
    -11, -6, 6, 0, -7, -3, 3, 2

# Screens from PubChem.
